Screening data deposited in PubChem BioAssay by National Center for Advancing Translational Sciences (NCATS).
GoLoco inh red: inhibitors of human Gai1-RGS12 GoLoco interaction (red fluorophore) | Gai1:RGS12 GoLoco peptide FP, rhodamine, 10 min | Potency, µM (doses to about 61.6 µM), inactives show top-dose activity, negative = inhibition, hits mostly inhibitors | P63096 | AID 880 | 230,000 compounds, 0.44% hits; active = well fitted inhibition curve with a large enough effect, not every such curve was filed as active; inactive = no such curve, though single readings can be large or run the other way; also: % is scaled to controls: 0 for no effect and ±100 for the full control effect; nearly all actives have a fitted effect of over 30% in size; many of its hits are not listed in these tables
Target sequence (P63096 whole entry, looked up): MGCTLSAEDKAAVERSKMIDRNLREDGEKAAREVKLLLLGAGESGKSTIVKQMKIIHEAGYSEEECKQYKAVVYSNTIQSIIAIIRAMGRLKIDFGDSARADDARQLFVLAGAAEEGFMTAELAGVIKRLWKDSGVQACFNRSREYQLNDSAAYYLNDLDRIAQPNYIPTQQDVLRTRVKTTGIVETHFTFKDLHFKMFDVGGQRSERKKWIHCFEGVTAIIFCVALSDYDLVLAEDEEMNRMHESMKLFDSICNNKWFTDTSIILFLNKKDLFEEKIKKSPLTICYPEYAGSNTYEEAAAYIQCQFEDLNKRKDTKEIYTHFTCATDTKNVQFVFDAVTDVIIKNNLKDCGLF
HTT aggregate: inhibitors of mutant huntingtin aggregate formation in PC12 cells; PC12 HttQ103-GFP aggregates, Acumen cytometry, 40 h; Potency, µM (top dose mostly 46.1 µM), for the others: top-dose activity change, negative = inhibition, most hits filed as inhibitors; 220,000 compounds, 1.1% hits; AID 1688; also: % is scaled to controls: 0 for no effect and ±100 for the full control effect; nearly all actives have a fitted effect of over 60% in size
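Aggregates are detected as GFP objects 1–25 µm with signal 6 STDEV over background in lysates of induced PC12 cells. These carry Huntingtin exon 1 with 103 glutamines fused to GFP under an ecdysone promoter; compounds titrated.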
IMPase Li inh: membrane-permeable IMPase blocker, potentiated with lithium | Potency, µM (top dose mostly 59.4 µM), for inactives: at the highest dose activity, negative = IMPase inhibition, actives largely listed as inhibitors | 210,000 compounds, 0.35% hits | CHO-M1 cells, IP1 TR-FRET (IP-One), carbachol + lithium | AID 1457;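 also: IP1 builds up when IMPase is blocked and the TR-FRET signal falls; plate controls were basal vehicle for no effect and high inhibitor control for full effect; nearly all actives have a fitted effect of over 50% in size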
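CHO-M1, 2000 cells/well, 16–30 h culture; cpd + low Li+, 30 min 37C; lysis with d2-IP1/Eu-anti-IP1 Ab, 10 min RT; TR-FRET 665/620 ratio and 620 channel; AC50 via Hill.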
aGlu spleen mod: lysosomal alpha-glucosidase (human) modulation | P10253 | human spleen homogenate, 4-MU-alpha-glucoside fluorescence | Potency, µM (titrated, usually from 79.9 µM), for the others: at the highest dose activity change, negative = inhibition, usual class: inhibitors | 240,000 compounds, 0.006% hits;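 also: 0% = enzyme with vehicle and -100% = no enzyme basal signal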
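AC50 values come from Hill-equation fits of concentration-response data, normalized to no-enzyme and full-activity controls. Enzyme source: 1 ug human spleen homogenate; 1 mM fluorogenic 4-MU glucoside, pH 5.0 citrate buffer, 37 C, 40 min.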
HTT cytoprotect: Huntington cell model cytoprotection by ATP luminescence. PC12 HTT-Q103 induced, cytoprotection, ATP luminescence, 40 h. Potency, µM (top dose mostly 56.4 µM), inactives show cytoprotection (ATP increase), usual class: activators. 230,000 compounds, 0.14% hits. AID 1471;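 also: % of control where 0% means no effect; nearly all actives have a fitted effect of over 45% in size; toxic huntingtin expression switched on by the ecdysone agonist tebufenozide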
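Compounds were screened for protection of PC12 cells against cell death after tebufenozide induction (100 nM final) of mutant Huntingtin exon 1 (Q103) fused to GFP.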
GAA glycogen: alters human alpha-glucosidase cleavage of glycogen; P10253; recombinant GAA, glycogen substrate, Amplex Red glucose oxidase fluorescence; Potency, µM (doses to about 76.4 µM), without a hit: top-dose activity change, negative = inhibition, usual class: inhibitors; 300,000 compounds, 0.38% hits;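 also: 0% = full enzyme reaction and -100% = no-enzyme basal signal; the screen sought inhibitors and activators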
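qHTS, 1536-well; enzyme 4 nM final; cpd up to 77 uM; substrate bovine liver glycogen 30 ug; 50 mM citrate/phosphate pH 5.0, 0.01% Tween-20; 37 C, 40 min; Amplex Red detection 45 min RT; Hill fit → AC50.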
GAA inh: blocks human lysosomal alpha-glucosidase; P10253; purified human GAA, 4-MU-alpha-glucoside fluorescence; Potency, µM (series often up to 76.9 µM), inactives show at the highest dose activity change, negative = inhibition, most hits filed as inhibitors; 200,000 compounds, 0.005% hits; AID 1466;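 also: plate controls were uninhibited enzyme wells for no effect and no-enzyme background for full effect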
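Enzyme (4 nM final) mixed with compound (up to 77 uM), then 4-MU-alpha-D-pyranoside (400 uM final) added; 20 min at room temperature, pH 5.0. Reaction stopped at pH 10, fluorescence read, AC50 derived by Hill fit.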
Numbers without * were called inactive; ? = inconclusive; · = no result given; [ ] = remark or other dose. Unless noted, calls follow the shape of the dose curve; as a rule, active = well fitted curve in the direction sought with a large enough effect; inconclusive = small, poorly fitted or top-dose-only effect, or another doubt; inactive = no such curve, though single readings can be large; an effect the other way counts as inactive or inconclusive. Potency is read from the fitted curve at half-maximal effect. A portion of the library (hit frequency here may not be typical).

Structure	GoLoco inh red	HTT aggregate	IMPase Li inh	aGlu spleen mod	HTT cytoprotect	GAA glycogen	GAA inh
Cc1ccc2c(N)c(C(=O)N(c3ccccc3)c3ccccc3)sc2n1	-7%	2%	10%	-4%	3%[10 µM]	15%	-4%
COc1ccc(NS(=O)(=O)c2ccc(O)c(C(=O)OCC(=O)NC(C)C3CC4CCC3C4)c2)cc1 (configuration not stated)	8%	10%	1%	0%	-47%[inhibitor][10 µM]	-1%	-2%
N#Cc1c2n(c3c(=O)n(Cc4ccccc4Cl)cnc13)CCCCC2	9%	-27%	15%[38.3 µM]	-25%	-15%[0.074 µM]	6%	0%
Cc1csc(SCC(=O)NC2CCCCC2)n1	2%	11%	18%[38.3 µM]	3%	7%	2%	-16%
O=S(=O)(c1ccc(Cl)cc1)N1CCC2(CC1)CO2	-1%	19%	4%	5%	30%[10 µM]	8%	1%
CCOC(=O)N=Nc1c(O)n(CC(=O)OC)c2ccccc12	-1%	2%	-2%	-3%	?	3%	-4%
CCCCC(=O)NC(=S)NNC(=O)c1ccc(Cl)cc1Cl	6%	-6%	8%	-1%	3%[10 µM]	3%	14%
CC(C)Cn1c(N)c(C(=O)COC(=O)c2ccc3ccccc3n2)c(=O)n(C)c1=O	1%	-29%	-1%[38.3 µM]	-8%	-19%	13%	-5%
CC(C)Cc1ccc(CC(=O)O)cc1	4%	5%	·	·	5%	·	·
CCOC(=O)C(NCCc1ccccc1F)(NC(=O)CC)C(F)(F)F (configuration not stated)	7%	13%	-3%	2%	·	0%	-9%
CC(C)CC(=O)N=C1SC2CS(=O)(=O)CC2N1CCc1ccccc1 (configuration not stated)	-6%	-3%	-1%[38.3 µM]	2%	11%	0%	-7%
Cc1ccccc1NC(=O)NCC1CCCO1 (configuration not stated)	3%	1%	-15%[38.3 µM]	-2%	-13%	-2%	6%
CCc1ccccc1NC(=O)C1CCN(C(=O)c2ccc([N+](=O)[O-])cc2)CC1	0%	16%[9.22 µM]	4%	1%	18%[10 µM]	-11%	·
c1cnc2ccc(C(c3nnnn3C3CCCCC3)N3CCCCC3)cc2c1 (configuration not stated)	-1%	-14%	14%	-21%	0%[10 µM]	5%	-3%
CC1CCCC(NC(=O)COC(=O)CCSc2ccccc2)C1C (configuration not stated)	-1%	-8%	4%	-1%	-17%	3%	-2%
COC(=O)c1cc2ccsc2n1Cc1nc(-c2ccc(OC)cc2)oc1C	-6%	2%	46%[activator][38.3 µM]	-3%	9%[10 µM]	-10%	2%
CCC1SC(CC)C(=O)N(CC(=O)NCc2ccc(F)cc2)C1=O (configuration not stated)	3%	-3%	9%	2%	-6%	7%	-10%
O=C(OCCCN1CCCCC1)c1ccc(O)cc1	23%	20%	-6%[38.3 µM]	-6%	-24%	15%	-6%
CCc1ccc(CN(C)CC(=O)Nc2sccc2C#N)cc1	12%	8%	2%	1%	·	9%	-1%
COC(=O)c1c(NC(C)=O)sc(C(=O)Nc2ccccc2)c1C	-16%	-6%[9.22 µM]	-2%	5%	-13%[10 µM]	15%	?
CCc1ccc(C(=O)OCC(=O)c2c(N)n(CC(C)C)c(=O)n(C)c2=O)cc1	4%	-32%	28%	-2%	-12%	2%	-13%
Cc1cccc(C)c1NC(=O)C1C2C=CC(C2)C1C(=O)NCc1ccccn1 (configuration not stated)	4%	2%	19%[38.3 µM]	-2%	8%	1%	-4%
Nc1nonc1C(=O)NCCNCc1cc(Br)ccc1OCc1ccccc1F	-5%	?	42%[activator][38.3 µM]	-1%	-32%	3%	-1%
COc1ccc(-c2noc(Cc3ccccc3OC)n2)cc1	3%	-16%	-1%[38.3 µM]	0%	-15%	-4%	-4%

Next part, overlapping the part above by three compounds.
Structure	GoLoco inh red	HTT aggregate	IMPase Li inh	aGlu spleen mod	HTT cytoprotect	GAA glycogen	GAA inh
Cc1cccc(C)c1NC(=O)C1C2C=CC(C2)C1C(=O)NCc1ccccn1 (configuration not stated)	4%	2%	19%[38.3 µM]	-2%	8%	1%	-4%
Nc1nonc1C(=O)NCCNCc1cc(Br)ccc1OCc1ccccc1F	-5%	?	42%[activator][38.3 µM]	-1%	-32%	3%	-1%
COc1ccc(-c2noc(Cc3ccccc3OC)n2)cc1	3%	-16%	-1%[38.3 µM]	0%	-15%	-4%	-4%
O/N=C/c1cn(-c2ccccc2)nn1	12%	-5%	5%	-4%	3%[10 µM]	-4%	1%
O=[N+]([O-])c1ccc(CCNc2cccc3ccccc23)c([N+](=O)[O-])c1	0%	-5%	12%	2%	-14%[10 µM]	16%	1%
CN(C)/C=C/c1onc(-c2c(F)cccc2Cl)c1C#N	8%	?	?	-1%	?	-16%	-7%
CC(C)=CCCC(C)NC(=O)NC1CCCCC1 (configuration not stated)	5%	-4%	7%	-7%	1%[10 µM]	3%	-10%
COc1ccc(N2C(=O)/C(=C/c3ccc([N+](=O)[O-])cc3)C=C2c2ccccc2)cc1	51%[activator]	-4%	3%[38.3 µM]	-3%	-13%	-5%	1%
CSc1n[nH]c(NCc2ccc(C)cc2)n1	0%	-21%	-8%	3%	-12%[10 µM]	-2%	-22%
O=C1C2CCCN2C(=O)N1CCCCN1CCN(CCO)CC1 (configuration not stated)	1%	-4%	-10%	2%	·	12%	0%
NC(N)=NC(N)=Nc1ccc(O)cc1	3%	-2%[9.22 µM]	·	0%	5%[10 µM]	?	4%
Cc1ccc(CNc2nc(C)nc3sc4c(c23)CCC4)cc1	25%	?	8%[38.3 µM]	0%	-30%	1%	-4%
COC(=O)/C(=C1\Oc2ccc(C(C)(C)C)cc2S1)C(F)(F)F	-14%	3%	-3%	5%	1%[10 µM]	-5%	13%
O=S(=O)(NC1CCCC1)c1ccc(S(=O)(=O)N2CCN(c3ccccc3)CC2)cc1	4%	-6%	50%[activator][38.3 µM]	1%	-29%	10%	3%
O=C(Nc1ccccc1C(F)(F)F)c1ccccc1Br	5%	8%	-10%	-1%	-4%	-6%	0%
OC(CNC1CCCc2ccccc21)COc1c(Cl)cccc1Cl (configuration not stated)	1%	?	-2%	6%	?	1%	-2%
CCOC(=O)C(NC(C)=O)(Nc1ccc(S(N)(=O)=O)cc1)C(F)(F)F (configuration not stated)	-7%	-3%	1%	-3%	·	8%	1%
Cc1ccc(NC(=O)CN2C(=O)S/C(=C/c3ccc(O)c([N+](=O)[O-])c3)C2=O)cc1C	2%	10%[9.22 µM]	1%	-2%	-12%[10 µM]	-3%	-1%
FC(F)(F)c1cc(-c2cccs2)n[nH]1	-1%	-20%	25%[38.3 µM]	5%	0%	2%	-10%
COc1ccc(N(CC(=O)Nc2ccc3c(c2)OCO3)S(=O)(=O)c2ccc(C)cc2)cc1OC	-10%	6%[9.22 µM]	5%	1%	11%[10 µM]	12%	0%
Fc1cccc(Cl)c1CSc1nnc2ccccn12	2%	0%	2%	-1%	-38%[inhibitor]	3%	13%
CSCCC(NC(N)=O)C(=O)N(C)CC(=O)Nc1ccc(C)cc1 (configuration not stated)	7%	-7%	2%[38.3 µM]	-5%	-7%	13%	1%
COc1ccc(NC(=S)N(CCCN2CCOCC2)Cc2ccccn2)cc1	-3%	0%	2%	-5%	-40%[inhibitor]	7%	4%
Cc1nn(Cc2ccccc2Cl)c2sc(C(=O)Nc3ccccc3N3CCOCC3)cc12	2%	-13%	7%	2%	-9%[10 µM]	1%	1%
O=C(CCC1N=C2c3ccccc3N=C(SCc3ccccc3Cl)N2C1=O)NCc1ccco1 (configuration not stated)	-1%	22%	10%[38.3 µM]	3%	-12%	-4%	-9%
Cc1nn(Cc2cccc(C(=O)N3CCCC(C)C3)c2)c(C)c1[N+](=O)[O-] (configuration not stated)	19%	-13%	12%	0%	4%[10 µM]	10%	-3%
CC(C)(C)c1nc(SCC(=O)N2CC(=O)Nc3ccccc32)c2ccccc2n1	-8%	-11%[9.22 µM]	?	1%	-6%[10 µM]	8%	3%

Part of the list above, field by field.
Cc1nn(Cc2cccc(C(=O)N3CCCC(C)C3)c2)c(C)c1[N+](=O)[O-] (configuration not stated)
  GoLoco inh red: 19%; HTT aggregate: -13%; IMPase Li inh: 12%; aGlu spleen mod: 0%; HTT cytoprotect: 4%[10 µM]; GAA glycogen: 10%; GAA inh: -3%
CC(C)(C)c1nc(SCC(=O)N2CC(=O)Nc3ccccc32)c2ccccc2n1
  GoLoco inh red: -8%; HTT aggregate: -11%[9.22 µM]; IMPase Li inh: ?; aGlu spleen mod: 1%; HTT cytoprotect: -6%[10 µM]; GAA glycogen: 8%; GAA inh: 3%

Next section.
Structure	GoLoco inh red	HTT aggregate	IMPase Li inh	aGlu spleen mod	HTT cytoprotect	GAA glycogen	GAA inh
O=C(O)c1cccc(NC(=O)c2ccc3c(c2)C(=O)N(Cc2ccco2)C3=O)c1	15%	19%[9.22 µM]	2%	-2%	37%[10 µM]	8%	?
CCCOc1ccc(NC(=O)CC2C(=O)N(C)C(=S)N2Cc2ccc3c(c2)OCO3)cc1 (configuration not stated)	0%	32%	-3%	-9%	6%[10 µM]	-8%	-6%
COc1cccc(/C=C/C(=O)OCC(=O)NCC2CCCO2)c1OC (configuration not stated)	-22%	-5%	3%	-4%	-16%[10 µM]	1%	9%
Cc1ccccc1N=C1NC(=O)CS1	4%	-7%	-2%[38.3 µM]	0%	-8%	6%	2%
CCCCc1nc(SCC(=O)Nc2nnc(CCCC)s2)n[nH]1	9%	2%	6%	-13%	-24%	-8%	2%
CC(C)(C)c1nnc2sc(SCC(=O)c3ccccc3)nn2c1=O	8%	26%	17%[38.3 µM]	-4%	18%[1.9 µM]	-3%	-14%
NC(=O)CSc1nc2ccccc2c(=O)n1Cc1ccco1	11%	-23%	2%	-4%	5%[1.9 µM]	4%	1%
CCC(=O)Nc1c(S(=O)(=O)c2ccc(C)cc2)c2nc3ccccc3nc2n1C(C)c1ccccc1 (configuration not stated)	-3%	-22%	10%	8%	20%[10 µM]	4%	?
CN(C)c1ccc(/C=N/NC(=O)C2CC2c2ccccc2)cc1 (configuration not stated)	0%	-1%[9.22 µM]	9%	1%	-15%[10 µM]	20%	?
CCCc1nn(-c2ccccc2)c2c1C(c1cccs1)C(C#N)=C(N)O2 (configuration not stated)	15%	-12%	14%[38.3 µM]	-1%	-7%	-16%	?
O=C(NCc1ccccc1)C1CCCN(c2nc3ccsc3c(=O)s2)C1 (configuration not stated)	-6%	-7%	?	1%	-26%	-4%	?
